Bcl-B Bim block: inhibitors of Bim-Bcl-B binding, primary screen, biochemical, multiplexed, human Bcl-2 family | Bcl-2-like protein 10 (Homo sapiens), Q9HD36 | bead-based flow cytometry, Bim peptide-Bcl-B binding | inhibition, % at 10 µM | 0.073% of 190,000 active;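 note: 0% = tracer peptide without compound and 100% = reference inhibitor peptide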
Target sequence (Q9HD36 whole entry, looked up): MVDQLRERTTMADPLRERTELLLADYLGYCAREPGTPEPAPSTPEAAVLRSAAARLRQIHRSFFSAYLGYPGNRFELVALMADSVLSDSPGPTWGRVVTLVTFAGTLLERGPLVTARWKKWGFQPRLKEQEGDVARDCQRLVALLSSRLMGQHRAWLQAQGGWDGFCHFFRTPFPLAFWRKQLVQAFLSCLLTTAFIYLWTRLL
Bim-Mcl-1: inhibitors of Bim peptide binding to Mcl-1, primary screen, biochemical, bead-based flow cytometry, multiplex | Bim peptide-Mcl-1 binding | AID 1009, 2008 | 0.1% of 190,000 active | inhibition, % at 10 µM | Induced myeloid leukemia cell differentiation protein Mcl-1 (Homo sapiens), Q07820;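 note: 0% = no compound tracer wells and 100% = peptide blocker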
Target sequence (Q07820 whole entry, looked up): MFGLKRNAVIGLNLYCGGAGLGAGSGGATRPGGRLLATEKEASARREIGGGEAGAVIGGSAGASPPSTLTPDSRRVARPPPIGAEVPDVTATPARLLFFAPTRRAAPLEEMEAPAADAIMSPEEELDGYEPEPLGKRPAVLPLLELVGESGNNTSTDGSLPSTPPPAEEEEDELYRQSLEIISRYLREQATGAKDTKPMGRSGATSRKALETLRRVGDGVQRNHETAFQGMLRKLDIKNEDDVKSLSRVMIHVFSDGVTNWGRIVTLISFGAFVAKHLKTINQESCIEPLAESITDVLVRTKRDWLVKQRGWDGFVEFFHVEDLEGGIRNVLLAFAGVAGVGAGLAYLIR
Bim-Bfl-1: inhibitors of Bim binding to Bfl-1, primary screen, biochemical, multiplexed, bead-based flow cytometry. inhibition, % at 10 µM. 0.12% of 190,000 active. AID 1008, 2008. Bim-Bfl-1 binding inhibition;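 note: 0% = wells without compound plus tracer and 100% = blocker peptide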
GSH fluor: compound fluorescence on glutathione beads, profiling panel, artefact control, biophysical, 488/530 nm, flow cytometry. GSH beads flow cytometry, compound fluorescence 488/530 nm; active compounds read high. fluorescence (KMESF) at 10 µM. 0.25% of 190,000 active. AID 1776, 2009; in the data active = fluorescence above about 89;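 note: glutathione beads carrying GST-tagged Bcl family fusion proteins plus one bare bead set; values are compound well signal with DMSO vehicle wells as background; inactives centre near 16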
Bcl-2 Bim block: inhibitors of Bim-Bcl-2 binding, primary screen, biochemical, multiplexed, human Bcl-2 family. AID 950, 2007. inhibition, % at 10 µM. 0.06% of 190,000 active. Bead-based flow cytometry, Bim peptide-Bcl-2 binding; in the data active = inhibition above about 40%; inconclusive = no clear call, values can overlap the other calls;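 note: 0% = no compound wells with probe peptide and 100% = reference peptide inhibitor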
RGS4-Gao reg: modulators of RGS4 binding to Galphao, primary screen, biochemical, multiplexed bead flow cytometry | Guanine nucleotide-binding protein G(o) subunit alpha (Homo sapiens), P09471 | actives lie on both sides | 0.33% of 220,000 active | binding response (% of control), % at 10 µM; in the data active = binding response below about 49% or above about 150%; inactive = in between;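 note: fluorescent Galphao activated with aluminum fluoride binding bead-coupled RGS4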
RGS8-Gao: RGS8-Galphao binding modulators, primary screen, biochemical, multiplexed bead flow cytometry; AID 1423, 2008; Guanine nucleotide-binding protein G(o) subunit alpha (Homo sapiens), P09471; actives lie on both sides; 0.34% of 220,000 active; response (percent of control binding), % at 10 µM; in the data active = response below about 60% or above about 140%; inactive = in between;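 note: Galphao activated as the GDP aluminium fluoride complex binding bead-coupled RGS8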
Bcl-W Bim block: inhibitors of Bim binding to Bcl-W, primary screen, biochemical, multiplexed, bead-based flow cytometry | Bim peptide-Bcl-W binding | inhibition, % at 10 µM | 0.02% of 190,000 active | Bcl-2-like protein 2 (Homo sapiens), Q92843;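 note: 0% = bound tracer without compound and 100% = peptide blocker; higher means less fluorescent Bim peptide bound to Bcl-W beads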
Mcl1 Bid PPI: Mcl-1/Bid binding inhibitors, primary screen, biochemical, TR-FRET, 1536-well | Induced myeloid leukemia cell differentiation protein Mcl-1 (Homo sapiens), Q07820 | TR-FRET Mcl-1/Bid-Dy647 peptide binding | inhibition, % at 21.7 µM | 0.97% of 220,000 active;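 active = compounds that cut the binding signal by more than half at the single screening dose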;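 note: His-tagged Mcl-1 with europium anti-His antibody binding Bid BH3 peptide; 0% = Mcl-1 plus peptide wells and 100% = peptide-only wells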
Bcl-XL Bim block: inhibitors of Bim-Bcl-XL binding, primary screen, biochemical, multiplexed, bead flow cytometry, human Bcl-XL; 0.04% of 190,000 active; Bcl-2-like protein 1 (Homo sapiens), Q07817; Bim peptide-Bcl-XL binding, fluorescence; inhibition, % at 10 µM
RGS7-Gao reg: RGS7-Galphao binding modulators, primary screen, biochemical, multiplexed bead flow cytometry. actives lie on both sides. binding response (% of control), % at 10 µM. 0.35% of 220,000 active; in the data active = binding response below about 49% or above about 150%; inconclusive = no clear call, values can overlap the other calls; inactive = in between;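 note: fluorescent Galphao held in activated GDP-AlF4 state binding bead-coupled RGS7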
Starred values were filed as active, the others as inactive; ? = inconclusive. Cut-off read from the data, not from the text of the source, unless noted: active = inhibition above about 40%. This is a subset; count on the stated rates, not on these rows.

#	canonical_smiles	Bcl-B Bim block	Bim-Mcl-1	Bim-Bfl-1	GSH fluor	Bcl-2 Bim block	RGS4-Gao reg	RGS8-Gao	Bcl-W Bim block	Mcl1 Bid PPI	Bcl-XL Bim block	RGS7-Gao reg
1	CN(C)CCCSc1ccccc1NC(=O)/C=C/c1ccccc1	0	-1	0	69	-2	106	103	-1	-12	-2	112
2	Cc1c(C)n(Cc2ccccc2)c2ccc(C(=O)OCCN(C)C)cc12	-6	-3	-7	13	0	106	104	-3	-22	-5	104
3	O=C(O)Cc1cn(-c2ccccc2)nc1-c1ccc(Cl)cc1	0	5	-1	11	-2	101	99	0	13	-2	101
4	Cc1scc2c1N(C(=O)CN1CCN(C)CC1)c1ccccc1NC2=O	-5	0	-4	14	-1	98	101	-1	18	-2	103
5	CCN(CC)CC1CCCCN1CC(=O)N1c2ccccc2C(=O)Nc2cccnc21 (centres undefined)	-3	3	0	65	1	98	98	2	-8	1	101
6	N=c1nc(N2CCCCC2)cc(N)n1O	-1	-4	-4	22	-1	99	98	-2	-28	-5	100
7	C/C(=N\NC(=S)NCc1ccccc1)C1CCCCC1	-6	1	-6	12	-4	94	97	-6	-82	-7	?
8	CCCCCCCCCCCCCCCC(O)C(N)CO (centres undefined)	-3	0	1	20	4	104	104	0	66*	-1	113
9	O=C(c1ccccn1)N(Cc1cccs1)C1(C(=O)NC2CCCCC2)CCCCC1	-5	-2	-3	16	-2	96	98	-2	-11	-3	95
10	CCCC(=O)O[C@]1(C(=O)COC(C)=O)CC[C@H]2[C@@H]3C[C@H](F)C4=CC(=O)C=C[C@]4(C)[C@@]3(F)[C@@H](O)C[C@@]21C	-3	0	0	21	0	99	104	0	3	0	97
11	CC(C)(C)NCC(O)COc1cccc2c1C[C@H](O)[C@H](O)C2 (some centres undefined)	-5	-3	-1	20	0	101	102	-2	-7	-4	103
12	CC1(C)O[C@@H]2C[C@H]3[C@@H]4C[C@H](F)C5=CC(=O)C=C[C@]5(C)[C@@]4(F)[C@@H](O)C[C@]3(C)[C@]2(C(=O)CO)O1	-1	0	1	20	4	104	113	-1	3	1	104
13	CCN(CCCCOC(=O)c1ccc(OC)c(OC)c1)C(C)Cc1ccc(OC)cc1 (centres undefined)	-3	0	0	19	0	100	100	-1	11	-2	98
14	COc1cc(N)c(Cl)cc1C(=O)N[C@@H]1CCN(CCCOc2ccc(F)cc2)C[C@@H]1OC	0	-3	-1	70	-3	103	103	-3	-3	-3	104
15	CCCOc1ccc2nc(NC(=O)OC)[nH]c2c1	-3	-2	-1	19	0	100	106	-4	-12	-2	98

Down the list, as entered above:
Bim-Mcl-1 for nos. 8–13 → 0, -2, 0, -3, 0, 0
Bim-Bfl-1 for nos. 8–13 → 1, -3, 0, -1, 1, 0

(listing goes on)
#	canonical_smiles	Bcl-B Bim block	Bim-Mcl-1	Bim-Bfl-1	GSH fluor	Bcl-2 Bim block	RGS4-Gao reg	RGS8-Gao	Bcl-W Bim block	Mcl1 Bid PPI	Bcl-XL Bim block	RGS7-Gao reg
16	COc1ccc(-c2oc3c(CC=C(C)C)c(O[C@@H]4O[C@H](CO)[C@@H](O)[C@H](O)[C@H]4O)cc(O)c3c(=O)c2O[C@@H]2O[C@@H](C)[C@H](O)[C@@H](O)[C@H]2O)cc1	-3	0	-1	69	-1	101	101	0	4	-2	98
17	CCCC(=O)O[C@]1(C(=O)CCl)[C@@H](C)C[C@H]2[C@@H]3CCC4=CC(=O)C=C[C@]4(C)[C@@]3(F)C(=O)C[C@@]21C	-5	-3	1	21	1	96	99	-3	-7	-3	96
18	COc1ccc(C(=O)c2ccccc2)c(O)c1	-9	-3	-7	29	-7	101	101	0	-15	-8	98
19	COc1cc(C2Oc3cc(C4Oc5cc(O)cc(O)c5C(=O)C4O)ccc3OC2CO)ccc1O (centres undefined)	-5	-1	0	20	0	96	83	0	-5	-1	98
20	CC(=O)Oc1ccc2c(C)cc(=O)oc2c1	2	-2	3	42	2	82	78	3	14	-3	85
21	CCCCN(CCCC)CCCOC(=O)c1ccc(N)cc1	-5	-3	-3	20	-2	101	100	-3	-2	-7	102
22	CC(C)NNC(=O)c1ccncc1	-7	-4	-1	22	0	104	101	-2	15	-5	101

Quoted at random: 2 entries already listed
#	canonical_smiles	Bcl-B Bim block	Bim-Mcl-1	Bim-Bfl-1	GSH fluor	Bcl-2 Bim block	RGS4-Gao reg	RGS8-Gao	Bcl-W Bim block	Mcl1 Bid PPI	Bcl-XL Bim block	RGS7-Gao reg
13	CCN(CCCCOC(=O)c1ccc(OC)c(OC)c1)C(C)Cc1ccc(OC)cc1 (centres undefined)	-3	0	0	19	0	100	100	-1	11	-2	98
1	CN(C)CCCSc1ccccc1NC(=O)/C=C/c1ccccc1	0	-1	0	69	-2	106	103	-1	-12	-2	112

By substructure: the entries above containing fluorine
#	canonical_smiles	Bcl-B Bim block	Bim-Mcl-1	Bim-Bfl-1	GSH fluor	Bcl-2 Bim block	RGS4-Gao reg	RGS8-Gao	Bcl-W Bim block	Mcl1 Bid PPI	Bcl-XL Bim block	RGS7-Gao reg
10	CCCC(=O)O[C@]1(C(=O)COC(C)=O)CC[C@H]2[C@@H]3C[C@H](F)C4=CC(=O)C=C[C@]4(C)[C@@]3(F)[C@@H](O)C[C@@]21C	-3	0	0	21	0	99	104	0	3	0	97
12	CC1(C)O[C@@H]2C[C@H]3[C@@H]4C[C@H](F)C5=CC(=O)C=C[C@]5(C)[C@@]4(F)[C@@H](O)C[C@]3(C)[C@]2(C(=O)CO)O1	-1	0	1	20	4	104	113	-1	3	1	104
14	COc1cc(N)c(Cl)cc1C(=O)N[C@@H]1CCN(CCCOc2ccc(F)cc2)C[C@@H]1OC	0	-3	-1	70	-3	103	103	-3	-3	-3	104
17	CCCC(=O)O[C@]1(C(=O)CCl)[C@@H](C)C[C@H]2[C@@H]3CCC4=CC(=O)C=C[C@]4(C)[C@@]3(F)C(=O)C[C@@]21C	-5	-3	1	21	1	96	99	-3	-7	-3	96
